TDP1 cell CPT = DT40-hTDP1 cell growth loss with CPT. chicken DT40 Tdp1-/-;hTDP1 cells + 20 nM CPT, ATP luminescence, 48 h. Potency, µM (titrated, usually from 46.2 µM), for inactives: top-dose activity change, negative = growth inhibition, most hits filed as inhibitors. hit rate 12% among 420,000. AID 686979; active = well fitted inhibition curve with a large enough effect; inconclusive = small, poorly fitted or top-dose-only effect; also: nearly all actives have a fitted effect of over 55% in size
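Chicken DT40 Tdp1-/- cells stably complemented with human TDP1 were seeded at 400 cells/well in medium containing 20 nM camptothecin, exposed to pin-transferred compounds, and grown at 37 °C for at least 48 hr. Viability was read as ATP luminescence.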
* marks the source's active call; other numbers are inactive results; [ ] = dose if it differs, or a comment. % is scaled to controls: 0 for no effect and ±100 for the full control effect; potency is read from the fitted curve at half-maximal effect. Not all compounds are listed; rates above refer to the full screens.

COc1ccccc1C1CN(CC(=O)N2CCC(N3CCOCC3)CC2)Cc2ccccc2O1 (centres undefined) was read as TDP1 cell CPT 7%[9.04 µM].
For CCOC1CCCc2oc(-c3ccc(N(C)C)cc3)c(C(=O)OC)c21 (centres undefined) the results were TDP1 cell CPT inconclusive.
For CC(C)CC(N)c1csc(Nc2ccc(C(=O)c3ccccc3)cc2)n1 (centres undefined) the results were TDP1 cell CPT inconclusive.
For CCS(=O)(=O)N1Cc2cc(C(=O)NCCOC)nc(-c3cccc(-c4ccncc4)c3)c2[C@@H]1CCO the results were TDP1 cell CPT -14%.
Nc1nc(/C(=C/CC(=O)O)C(=O)N[C@@H]2C(=O)N3C(C(=O)O)=CCS[C@H]23)cs1 was read as TDP1 cell CPT -23%.
`CC(=O)c1nn(-c2ccccc2)c(=Nc2ccccc2)cc1C` gave TDP1 cell CPT -5%.
`O=C(COC(=O)/C=C/c1ccc(Cl)cc1)NCc1cccs1` gave TDP1 cell CPT -23%.
`CCCNC(=O)C1(C)CCCN(Cc2ccc(Oc3ccccc3)cc2)C1` (centres undefined) gave TDP1 cell CPT 21µM*.
Screening COc1ccc(-n2nnnc2C(c2ccccc2OC(F)(F)F)N2CCN(C/C=C/c3ccccc3)CC2)cc1 (centres undefined) returned TDP1 cell CPT 23µM*.
CCOC1CCCc2oc(-c3ccsc3)c(-c3cnc(OC)nc3)c21 (centres undefined) was read as TDP1 cell CPT inconclusive.

Reprinted from the part before: 6 compounds; new compounds follow.
Nc1nc(/C(=C/CC(=O)O)C(=O)N[C@@H]2C(=O)N3C(C(=O)O)=CCS[C@H]23)cs1 was read as TDP1 cell CPT -23%.
`CC(=O)c1nn(-c2ccccc2)c(=Nc2ccccc2)cc1C` gave TDP1 cell CPT -5%.
`O=C(COC(=O)/C=C/c1ccc(Cl)cc1)NCc1cccs1` gave TDP1 cell CPT -23%.
`CCCNC(=O)C1(C)CCCN(Cc2ccc(Oc3ccccc3)cc2)C1` (centres undefined) gave TDP1 cell CPT 21µM*.
Screening COc1ccc(-n2nnnc2C(c2ccccc2OC(F)(F)F)N2CCN(C/C=C/c3ccccc3)CC2)cc1 (centres undefined) returned TDP1 cell CPT 23µM*.
CCOC1CCCc2oc(-c3ccsc3)c(-c3cnc(OC)nc3)c21 (centres undefined) was read as TDP1 cell CPT inconclusive.
`CC(=O)Nc1cc(-c2cccc(N)c2)cn2c(-c3ccccc3)cnc12` gave TDP1 cell CPT 18µM*.
Screening CCN1C(=O)[C@H]2[C@@H](c3ccc(C)cc3)N[C@]3(CCCN(CCC(C)C)C3=O)[C@H]2C1=O returned TDP1 cell CPT -7%.
`Nc1ccn([C@@H]2O[C@H](C(=O)N3CCN(c4ccc(Cl)cn4)CC3)[C@@H](O)[C@H]2O)c(=O)n1` gave TDP1 cell CPT 1%.
Screening CCCCCc1ccc2cc(C#N)ccc2n1 returned TDP1 cell CPT -23%.
Screening Cc1ccc(-c2nc3c(C)cc(Br)cn3c2Cc2ccsc2)cc1 returned TDP1 cell CPT 18µM*.
O=C(Nc1cccc2c1CCCC2)c1cc(C2CCCCN2C(=O)OCCF)on1 (centres undefined) was read as TDP1 cell CPT 9.2µM*.
For Cc1ccc(S(=O)(=O)N2CC3C(=O)CC(c4ccccc4)N(S(=O)(=O)c4ccc(C)cc4)C3CC2c2cccc(Cl)c2)cc1 (centres undefined) the results were TDP1 cell CPT -3%.
For CCCC(=O)N1CCCC1(C)C(=O)Nc1ccc(-n2cncn2)cc1 (centres undefined) the results were TDP1 cell CPT 10%.
C=CCN(CC=C)C(=O)C1c2ccccc2Oc2ccccc21 was read as TDP1 cell CPT 26µM*.
`CSc1ncccc1C(=O)NCC1Cc2cc(-c3cnccn3)ccc2O1` (centres undefined) gave TDP1 cell CPT -16%[9.04 µM].

At a glance, part of the list above:
`CC(=O)Nc1cc(-c2cccc(N)c2)cn2c(-c3ccccc3)cnc12` gave TDP1 cell CPT 18µM*.
Screening CCN1C(=O)[C@H]2[C@@H](c3ccc(C)cc3)N[C@]3(CCCN(CCC(C)C)C3=O)[C@H]2C1=O returned TDP1 cell CPT -7%.

Carrying on:
Screening COc1ccc2c(c1)Cc1c-2cc(Br)c(N)c1Br returned TDP1 cell CPT -13%.
`CC(=O)Nc1cccc(OCc2ccc([N+](=O)[O-])cc2)c1` gave TDP1 cell CPT inconclusive.
COc1cc(C(O)c2nc(-c3cc4ccccc4o3)cs2)ccc1F (centres undefined) was read as TDP1 cell CPT 21µM*.
Screening O=C(CN1CCN(S(=O)(=O)c2ccc3c(c2)OCCCO3)CC1)N1CCc2ccccc21 returned TDP1 cell CPT inconclusive.
CCCCCCn1c(=O)n2n(c1=O)[C@@H]1CN(S(=O)(=O)c3ccc(C)cc3)C[C@]1(O)[C@@H](OC(=O)NCc1ccc(OC)c(OC)c1)C2 was read as TDP1 cell CPT inconclusive.
`CCCCCCCCCCCCCCCCCC(=O)OCCO` gave TDP1 cell CPT inconclusive.
For CC(c1nc2ccccc2[nH]1)N(C(=O)C1=NNC(=O)CC1)c1ccccc1 (centres undefined) the results were TDP1 cell CPT -2%.
Screening CCOc1cc(/C=N/NC(=O)c2nnn(-c3nonc3N)c2C)ccc1OCc1ccc(C)cc1 returned TDP1 cell CPT inconclusive.
`C[C@@H]1CN([C@@H](C)CO)C(=O)CCCn2nncc2CO[C@@H]1CN(C)C(=O)NC1CCCCC1` gave TDP1 cell CPT -2%.
`CCOC(=O)c1csc(-c2ccc(COC(=O)c3ccccc3)o2)n1` gave TDP1 cell CPT -10%.
Screening CC1(C)CC(Cc2ccc(Cl)nc2)N(C(=O)OC(C)(C)C)C1 (centres undefined) returned TDP1 cell CPT inconclusive.
For O=c1[nH]c(=O)n(C2OC(CO)C(O)C2O)c2c1CCCC2 (centres undefined) the results were TDP1 cell CPT -16%.
`CC1=C(C(=O)N2CCOCC2)CC(CC(=O)NCCN2CCOCC2)C(=O)N1Cc1ccc(F)cc1` (centres undefined) gave TDP1 cell CPT -10%.
For COc1ccc(CN2Cc3ccccc3OC(c3ccccc3OC)C2)cc1O (centres undefined) the results were TDP1 cell CPT 3%[9.04 µM].
Screening CCCCC[C@H](C)N1C[C@H](COCc2ccccc2)Oc2cc(N3CCC[C@H]3CO)ccc2S1(=O)=O returned TDP1 cell CPT inconclusive.
For COC1[C@@H](O[C@@H]2O[C@H](C)[C@@H](O[C@H]3C[C@@](C)(O)[C@H](OC(=O)CC(C)C)[C@H](C)O3)[C@H](N(C)C)[C@H]2O)[C@@H](CC=O)C[C@@H](C)[C@@H](O)/C=C/C=C/C[C@@H](C)OC(=O)C[C@H]1OC(C)=O (some centres undefined) the results were TDP1 cell CPT inconclusive.
Screening C[C@@H]1c2ccccc2N2C[C@H](Cc3ccc(C(=O)c4ccccc4)cc3)C[C@@H]12 returned TDP1 cell CPT -13%.
For N#CC(=C1C=CC(=NO)C(Cl)=C1)c1ccccc1 the results were TDP1 cell CPT 0.65µM*.
For Cc1cccc(C)c1NC(=O)C1c2ccccc2OCC(=O)N1CC(F)(F)F (centres undefined) the results were TDP1 cell CPT 6%.
Screening CN1C=CC(=C[N+](=O)[O-])N(C)C1=O returned TDP1 cell CPT -14%.
Screening COc1cc(Cl)ccc1OC1(C)CCN(Cc2ccccc2OC(F)F)C1 (centres undefined) returned TDP1 cell CPT 21µM*.
For COC(=O)C[C@H]1C=C[C@H](NC(=O)C2CCOCC2)[C@@H](CO)O1 the results were TDP1 cell CPT 6%.
For CC1(C(=O)NS(=O)(=O)c2cccc(F)c2)CCN1C(=O)Cc1cccs1 (centres undefined) the results were TDP1 cell CPT 3%.
CC1=CC(=O)Nc2ncccc2O1 was read as TDP1 cell CPT inconclusive.
O=C(/C=C1\OCc2cc(OCc3ccccc3)ccc21)OCc1ccccc1 was read as TDP1 cell CPT inconclusive.
Screening Cc1ccc(-c2nc(NCCCN(C)C)c3ccccc3n2)cc1 returned TDP1 cell CPT -4%.
O=C(C[C@H]1C(=O)N(c2ccc(Br)cc2)C[C@@H]1Cc1ccccc1)Nc1ccccc1 was read as TDP1 cell CPT inconclusive.
CCOC(=O)[C@]12CCC=C1N(Cc1ccco1)C(=O)[C@H](CC(=O)NCc1ccc(OC)c(OC)c1)C2 was read as TDP1 cell CPT -24%.
CC(=O)Nc1ccc(NCCc2ccco2)cc1 was read as TDP1 cell CPT 7%.
For CCN(CC(=O)Nc1ccc(NC(C)=O)cc1)C(=O)C1CC(=O)N(c2ccc3c(c2)OCCO3)C1 (centres undefined) the results were TDP1 cell CPT -1%.
For CCCCCCN1CCN(C2CN(Cc3ccc(C)cc3)S(=O)(=O)C2)CC1 (centres undefined) the results were TDP1 cell CPT 23µM*.
For CCN(CC)C(=O)c1cccc(-c2csc(C(C)(O)c3cccc(OC)c3)n2)c1 (centres undefined) the results were TDP1 cell CPT 18µM*.
Cc1ccc(S(=O)(=O)N2CCC(=O)N([C@H](CO)Cc3ccccc3)CC2)cc1 was read as TDP1 cell CPT -19%.
For CCOC(=O)CN(C)C(=O)c1cnn(-c2ncc3c(n2)-c2ccccc2CCC3)c1C the results were TDP1 cell CPT 4%[9.04 µM].
`CSc1ccc(CN2C(=O)C(C)Oc3c(C(C)=O)cccc32)cc1` (centres undefined) gave TDP1 cell CPT inconclusive.
For CCC(C)C(CO)NC(=O)/C=C/[C@H]1O[C@@H](n2cnc3c(NC(=O)c4ccccc4)ncnc32)[C@H](O)[C@@H]1O (some centres undefined) the results were TDP1 cell CPT 4%.
O=c1[nH]c2cc3ccccc3cc2nc1-c1nnnn1C1CCCC1 was read as TDP1 cell CPT 5.2µM*.
`COc1ccc(-c2noc(CCC(=O)Nc3cccc(C(=O)NC4CC4)c3)n2)cc1OC` gave TDP1 cell CPT inconclusive.
Screening O=C(CC[C@H]1O[C@@H](n2ccc(=O)[nH]c2=O)[C@H](O)[C@@H]1O)NCCCc1ccccc1 returned TDP1 cell CPT 4%.
Screening CC1=CC(Cc2ccccc2)N(C)C(C(N)=O)C1 (centres undefined) returned TDP1 cell CPT -15%.
Screening COCCNC(=O)C1(C)CCCN(Cc2cc(C(F)(F)F)ccc2Cl)C1 (centres undefined) returned TDP1 cell CPT inconclusive.
For CN1OC[C@@H]2CN[C@H](c3ccc(-c4ccc(C#N)cc4)cc3)C[C@@H]21 the results were TDP1 cell CPT 18µM*.
CCOc1ccc2[nH]c(=S)sc2c1 was read as TDP1 cell CPT 18µM*.
For COc1ccccc1CNc1nc(Nc2cccc(-c3cnco3)c2)c2sccc2n1 the results were TDP1 cell CPT 18µM*.
`COc1ccc(CNC(=O)c2ccc(-c3c(C)noc3C)c3ccoc23)cc1OC` gave TDP1 cell CPT inconclusive.
COC(=O)C1CCN(Cc2ccc3c(c2)CN(C(=O)c2ccc4nc(C)c(C)nc4c2)CCO3)CC1 was read as TDP1 cell CPT 2%[9.04 µM].
CCc1nc2c(OCC(=O)c3ccc(F)cc3)cccn2c1N(C)C(=O)C(C)C was read as TDP1 cell CPT inconclusive.
`CC(C)(C)NC(=O)C(c1ccc(-c2ccccc2)cc1)n1c(=O)c(-c2ccccc2)nc2ccccc21` (centres undefined) gave TDP1 cell CPT inconclusive.
`O=C(NC1CCCCC1)c1[nH]c(C(F)(F)F)nc1-c1ccccc1` gave TDP1 cell CPT inconclusive.
For Cc1cc(C(=O)N2CCCC(Nc3ccc(C)c(C)c3)C2)nc(C)n1 (centres undefined) the results were TDP1 cell CPT -5%.
Fc1cccc(Cc2c(C3CCCCC3)nc3ccc(Br)cn23)c1 was read as TDP1 cell CPT inconclusive.
For COc1ccccc1N1CCN(S(=O)(=O)CCNC(=O)C(C)Oc2ccccc2)CC1 (centres undefined) the results were TDP1 cell CPT inconclusive.
CC(=O)OCc1ccc(C2=CC(=O)CC(C)(C)C2=O)cc1 was read as TDP1 cell CPT 15%.
For CCc1nc2ccc(C(=O)Nc3cccc(NS(C)(=O)=O)c3)cn2c1N(C)Cc1nccn1C the results were TDP1 cell CPT 2%.
For COc1ccc(CN2CCc3nnc(CCc4ccccc4)n3CC2)c(OC)c1C the results were TDP1 cell CPT inconclusive.
Screening FC(F)(F)c1cccc(N2CCCCC2)c1 returned TDP1 cell CPT -19%.
For CCN1C(=O)CC(CC(=O)N2CCCCC2c2nccs2)(c2ccccc2C)C1=O (centres undefined) the results were TDP1 cell CPT -2%[9.04 µM].
Screening CCOC(=O)C1CCCN(C(=O)c2cncc(Br)c2)CC1 (centres undefined) returned TDP1 cell CPT -8%.
N#Cc1ccc(C(=O)Nc2cc(S(=O)(=O)N3CCOCC3)ccc2N2CCOCC2)cc1 was read as TDP1 cell CPT 0%.
For O=C(NC1CCCCC1)C1c2ccccc2OCC(=O)N1CC(F)(F)F (centres undefined) the results were TDP1 cell CPT -1%.

2 compounds drawn at random from those above:
Screening FC(F)(F)c1cccc(N2CCCCC2)c1 returned TDP1 cell CPT -19%.
For O=C(NC1CCCCC1)C1c2ccccc2OCC(=O)N1CC(F)(F)F (centres undefined) the results were TDP1 cell CPT -1%.

(further entries)
For Cc1nc(-c2ccccc2)sc1C(=O)NS(=O)(=O)c1ccc(CN2CCN(c3ccccc3)CC2)cc1 the results were TDP1 cell CPT 3%.
For COc1ccc(CN2C(=O)c3ccccc3C2c2nnnn2C(C)C)cc1 (centres undefined) the results were TDP1 cell CPT -18%.
COCCN(C(=O)COC(=O)CCC1CCCCC1)c1c(N)n(Cc2ccccc2)c(=O)[nH]c1=O was read as TDP1 cell CPT -13%.
`COc1ccc(C(=O)N2CCC(C)(C(=O)O)C2)cc1OC` (centres undefined) gave TDP1 cell CPT 4%.
`COc1ccc(S(=O)(=O)N2CCC[C@H]2C(=O)N2CCC[C@H]2C(=O)NCc2ccccc2)cc1C` gave TDP1 cell CPT inconclusive.
Screening O=[N+]([O-])c1cccnc1Oc1cc(Cl)c(Cl)cc1Cl returned TDP1 cell CPT 3%.

Bioassay records deposited in PubChem BioAssay by National Center for Advancing Translational Sciences (NCATS).
